RAM network inh = yeast RAM network inhibition; 190,000 compounds, 1.8% hits; S. cerevisiae dse1pr::URA3 reporter, 5-FOA growth OD615, 2 d; analog-sensitive cbk1-as2 kinase mutant strain; inhibition, % at 50 µM;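 active = inhibition above a set limit, 3 SD over mean compound inhibition, cut at about 8.4% in these data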;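 note: 0% = DMSO-only wells with no growth and 100% = 10 µM 1-NA-PP1 full growth; inhibition rescues growth on 5-FOA so higher OD means more RAM inhibition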
PPARg SRC-2 ag = promotes SRC-2 coactivator recruitment by human PPARgamma. P37231. PPARgamma LBD-SRC-2 recruitment, biochemical. activation, % at 8 µM. 200,000 compounds, 0.34% hits; in the data active = activation above about 22%;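 note: 0% = vehicle and 100% = reference agonist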
Lmaj promast = inhibitors of Leishmania major promastigote growth | inhibition, % at 10 µM | Leishmania major promastigotes, resazurin fluorescence viability | 200,000 compounds, 9% hits; in the data active = inhibition above about 50%;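 note: promastigotes grown with compound for 44 hours at 28 °C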
bIAP inh = blocks bovine intestinal alkaline phosphatase activity; purified bovine IAP, CDP-star luminescence, 30 min; 190,000 tested, under 10 active; inhibition, % at 20 µM;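 active = over 50% inhibition of intestinal alkaline phosphatase at 20 µM in the single-dose screen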
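System: Purified bovine intestinal alkaline phosphatase (IAP) enzyme | Input: IAP diluted 1/65,000,000 in the well | Also added: CDP-star chemiluminescent phosphatase substrate, 30 µM final | Dosing: 20 µM single dose | Times: Enzyme reaction for 30 min at room temperature | Detection: Luminescence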
S1P3 antagonist = blocks the human S1P3 receptor | 170,000 compounds, 0.27% hits | CHO S1P3 NFAT-BLA reporter, FRET fluorescence, antagonist mode | Q99500 | inhibition, % at 4.98 µM;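 active = inhibition above the plate cutoff, the mean inhibition of test wells on that plate plus 3 SD, cut at about 28% in these data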;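 note: cells challenged with S1P at its EC80 of 0.8 µM; blue over green emission ratio from cleaved BLA substrate after 4 h stimulation; 0% = S1P-stimulated wells and 100% = unstimulated DMSO-only wells; some compounds past the cut are filed as inactive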
Target sequence (Q99500 whole entry, looked up): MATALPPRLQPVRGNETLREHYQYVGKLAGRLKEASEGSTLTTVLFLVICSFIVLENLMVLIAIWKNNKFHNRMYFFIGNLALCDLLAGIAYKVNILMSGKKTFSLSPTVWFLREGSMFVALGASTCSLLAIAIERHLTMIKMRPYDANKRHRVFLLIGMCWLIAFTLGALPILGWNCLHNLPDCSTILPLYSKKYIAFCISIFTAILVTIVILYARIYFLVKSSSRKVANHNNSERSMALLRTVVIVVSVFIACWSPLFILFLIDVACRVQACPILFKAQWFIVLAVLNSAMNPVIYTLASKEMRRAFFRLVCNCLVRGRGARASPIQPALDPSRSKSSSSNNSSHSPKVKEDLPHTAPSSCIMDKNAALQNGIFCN
PPARg SRC-3 ag = promotes SRC-3 coactivator recruitment by human PPARgamma. biochemical PPARgamma/SRC-3 coactivator recruitment assay. 200,000 compounds, 0.26% hits. AID 731. activation, % at 8 µM; in the data active = activation above about 23%;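 note: 0% = DMSO and 100% = reference agonist; some compounds past the cut are filed as inactive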
ROMK primary = modulates human ROMK potassium channel activity | P48048 | Tet-inducible ROMK, thallium flux fluorescence; actives lie on both sides | B-score at 10 µM | 130,000 compounds, 2% hits | AID 1918;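 active = signal ratio slope over the read window, or its plate-corrected B-score, at least 3 SD from the plate mean, either direction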;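 note: B-score of the F/F0 ratio slope over 7 to 12 s after thallium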
Target sequence (P48048 whole entry, looked up): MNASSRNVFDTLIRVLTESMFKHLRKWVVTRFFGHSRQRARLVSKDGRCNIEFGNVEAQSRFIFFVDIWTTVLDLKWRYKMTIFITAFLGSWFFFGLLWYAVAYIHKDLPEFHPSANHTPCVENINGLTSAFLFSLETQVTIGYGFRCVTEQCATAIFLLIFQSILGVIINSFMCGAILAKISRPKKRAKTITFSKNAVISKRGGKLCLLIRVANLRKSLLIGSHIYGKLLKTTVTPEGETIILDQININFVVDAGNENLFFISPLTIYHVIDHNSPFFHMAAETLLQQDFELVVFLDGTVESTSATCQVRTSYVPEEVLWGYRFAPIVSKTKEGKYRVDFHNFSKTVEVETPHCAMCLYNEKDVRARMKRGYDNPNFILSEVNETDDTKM
Redox H2O2 prof = compounds producing H2O2 with reducing agent – biochemical, NIH compound library profiling, artefact control for MLSCN library redox annotation, primary screen | DTT-dependent redox cycling H2O2, phenol red/HRP absorbance; 100% = 100 µM peroxide control, 0% = buffer | activation, % at 10 µM | 200,000 compounds, 0.03% hits | AID 878;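 active = activation of at least 50% relative to the plate's high and low controls in the primary single-dose screen; inactive = activation below 50%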;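 note: compound incubated with DTT at 0.8 mM final as the reducing agent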
PPARg SRC1 recr = agonists of human PPARgamma SRC-1 coactivator recruitment. P37231. 200,000 compounds, 0.41% hits. activation, % at 8 µM. PPARgamma-SRC-1 coactivator recruitment biochemical assay; in the data active = activation above about 19%;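 note: 0% = DMSO and 100% = reference agonist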
SRC2 TRFRET art = flags TR-FRET format artefacts in PPARgamma SRC-2 recruitment agonist screen | TR-FRET artefact counter-screen; active compounds read high | TR-FRET ratio at 8 µM | 200,000 compounds, 0.4% hits; in the data active = TR-FRET ratio above about 2000; note: inactives centre near 1500; reference of the scale not given here
Efa HMGR inh = blocks class II HMG-CoA reductase of Enterococcus faecalis; purified E. faecalis HMGR, NADPH absorbance 340 nm kinetic; inhibition, % at 10 µM; 190,000 compounds, 0.41% hits;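 active = inhibition above a set limit, the median over all tested compounds plus 3 SD, cut at about 9.5% in these data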;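 note: enzyme runs in reverse so mevalonate oxidation gives rising NADPH absorbance; 0% = complete reaction with DMSO and 100% = background rate lacking mevalonate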
Starred values were filed as active, the others as inactive; . = no result given.

Below each compound – RAM network inh	PPARg SRC-2 ag	Lmaj promast	bIAP inh	S1P3 antagonist	PPARg SRC-3 ag	ROMK primary	Redox H2O2 prof	PPARg SRC1 recr	SRC2 TRFRET art	Efa HMGR inh
CC(=O)Nc1ccccc1NC(=O)C/C(C)=N/NC(=O)c1ccncc1
 : 1.1	8	-5	-9	-6	4	-0.089	-1.6	5	1732	-2
O=C(CCNC(=O)Cn1ccc2ccccc2c1=O)NCc1ccc(F)cc1Cl
 : 3.9	4	15	-4	-23	1	-0.18	-2.6	-3	1453	-10
O=C(CN1C(=O)C2CC=CCC2C1=O)NCc1ccc2c(c1)OCO2 (centres undefined)
 : 0.2	4	-2	-3	.	10	.	0.7	12	1580	-1
CC(=O)c1nc(N2C(=O)CC(Cc3cc(C)cc(C)c3)C2=O)sc1C (centres undefined)
 : -0.9	7	54*	0	-5	9	-0.034	0.3	8	1733	-2
O=C(O)CC(C(=O)O)c1cn(Cc2ccccc2)c2ccccc12 (centres undefined)
 : 0.7	17	-3	17	-23	7	.	-4.2	6	1528	2
CC(=O)Oc1ccc(-c2cccc(C(=O)NCC(=O)O)c2)cc1
 : 1.1	5	-4	4	.	1	.	0.0	2	1642	2
Cc1noc(/C=C/N(C)C)c1S(=O)(=O)N1CCCC(C(=O)NC(C)c2ccccc2)C1 (centres undefined)
 : 0.1	-3	0	-10	14	-4	-0.029	-0.1	4	1791	0
C=CCc1cc(/C=N/n2cnnc2)cc(OCC)c1O
 : -0.1	-3	10	11	-8	9	-0.035	-0.3	7	1398	2
COc1cc(C(C)=O)ccc1OCC(O)CN(CCO)Cc1ccccc1 (centres undefined)
 : 3.2	10	-5	4	-18	5	0.39	0.1	4	1602	-3
O=c1[nH]c2ccccc2c(O)c1Cc1ccccc1
 : 0.4	-10	7	9	-20	-2	0.32	-0.3	5	1524	-3
Cc1ccc(-n2nc(C)c3cc(C(=O)O)sc32)cc1
 : -1.5	6	-9	7	2	1	.	3.0	0	1461	0
C/C(=N\N=C(N)N)c1ccc(Cl)cc1
 : 0.4	-4	99*	-2	-6	0	-1.6	-0.1	0	1552	-7
Nc1ccc(Nc2nc(-c3cccs3)cs2)cc1
 : 5.6	14	32	-8	0	2	-0.5	1.1	10	1580	4
Cc1ccc(-c2ccc(=O)n(CC(=O)N3CCN(c4cccc(C)c4)C(C)C3)n2)cc1 (centres undefined)
 : 0.1	7	-7	-3	2	7	.	-0.3	1	1525	0
O=C(Nc1ccc(Cc2ccncc2)cc1)C1CCC(N2C(=O)C3C4C=CC(C5CC45)C3C2=O)CC1 (centres undefined)
 : 1.0	4	52*	6	.	-6	-0.66	0.3	1	1379	2
CC1CCCCC1NC(=O)COC(=O)c1cc(=O)c2ccccc2o1 (centres undefined)
 : 3.0	5	-5	3	-3	6	0.82	-0.5	3	1636	-6
O=C(/C=C/c1ccco1)Oc1ccc(C(=S)N2CCOCC2)cc1
 : 3.8	-7	8	6	-34	-2	.	-1.6	-3	1483	-2
O=C(Nc1nnc(C(F)(F)F)s1)C1COc2ccccc2O1 (centres undefined)
 : -1.3	4	0	8	.	7	.	-1.8	-2	1623	-2
Cn1nc(-c2ccccc2)c(N2CCCCC2)cc1=O
 : 0.1	-1	4	6	-13	2	0.019	-0.8	-6	1311	-6
O=c1cc(-c2ccccc2)nc(SCc2ccccc2)[nH]1
 : 1.6	-1	-5	9	.	1	.	2.2	-6	1335	3
CCOc1[nH]n(-c2ccccc2)c(=O)c1C=Nc1ccccc1
 : 3.9	4	1	0	-18	8	-0.54	-2.0	7	1627	-5
CSc1c(SCc2ccccc2)cnn(Cc2ccccc2)c1=O
 : 1.1	28*	11	18	5	21	0.41	0.4	24*	1754	-5
Cc1cc(N/C=C\c2nnnn2-c2ccc(F)cc2)no1
 : 1.4	-1	-2	11	-26	-3	-0.19	0.3	1	1415	0
CN(C)Cc1c(-c2ccc(Cl)cc2)nc2ccccn12
 : 1.9	5	29	-4	-2	3	-0.089	-0.5	-4	1463	-6
c1ccc(Cn2nnnc2C(c2cccnc2)N2CCN(c3ccccc3)CC2)cc1 (centres undefined)
 : 0.0	4	99*	3	-4	6	.	-0.3	0	1552	-5
Clc1ccccc1-c1nc(N/N=C/c2cccnc2)c2ccccc2n1
 : 2.2	8	1	4	.	11	.	1.8	-1	1598	-7
COc1ccc(N2CCN(C(=O)CCCCCn3c(=O)[nH]c4ccsc4c3=O)CC2)cc1
 : 0.9	3	6	10	-8	-4	-1.5	-0.2	-3	1564	-4
O=C(CN1CCCC1)OCCCc1ccccc1
 : 0.3	11	-5	6	9	1	0.1	0.3	5	1547	1
CCN(CC)C(=O)CN(c1ccc(Cl)cc1)S(=O)(=O)c1ccccc1
 : 0.0	0	90*	-6	.	6	0.94	0.2	1	1394	1
CC(=O)c1ccc(N(C(=O)c2csnn2)C(C(=O)NC(C)(C)C)c2cccs2)cc1 (centres undefined)
 : 2.4	2	3	5	-2	-1	-0.23	-0.4	-4	1614	-7
COc1cc(C(=O)OCC2CC(c3ccccc3)=NO2)cc(OC)c1OC (centres undefined)
 : -0.5	11	-1	6	-2	-3	-0.43	-1.4	-2	1459	-7
COc1ccc(-n2c(C)c([N+](=O)[O-])c3ccc(O)c(CN4CCCCC4)c32)cc1
 : 1.2	-2	7	10	.	-4	-0.76	0.1	3	1327	-7
Cc1cc(C)c2nc(C(F)(F)F)nc(NCCCN3CCOCC3)c2c1
 : -0.3	4	95*	-8	.	7	-0.42	0.1	-1	1477	-2
COc1ccc(NC(=O)c2ccc(S(=O)(=O)N3CCOCC3)cc2)c(OC)c1
 : 2.7	0	5	14	9	1	0.28	-0.2	5	1410	-4
COC(=O)c1cc(OC)c(OC)cc1NC(=O)c1c(C)noc1C
 : .	9	-2	.	-4	7	.	0.5	1	1544	.
CCOC(=O)c1nnc2c(Br)c(-c3ccccc3)nn2c1C
 : 2.1	-8	4	15	.	-8	.	3.5	2	1615	4
Cc1ccc(OCCOCCn2ccnc2)c(Br)c1
 : 2.6	-2	92*	4	-7	-2	.	1.4	-9	1484	-4
O=c1oc2cc(Oc3ccc(C(F)(F)F)cc3[N+](=O)[O-])ccc2c2c1CCC2
 : 7.9	0	-3	18	12	1	.	0.0	4	1436	-3
Cc1cc(C)c2nc(N3CCC(C(=O)N4CCN(c5ncccn5)CC4)CC3)sc2c1
 : -0.4	1	-7	-9	-9	4	.	-0.1	6	1611	-2
Cc1noc(C)c1COc1ccc(C(=O)OCC(=O)NCc2ccccc2Cl)cc1
 : 5.6	5	-10	2	4	5	1.1	-0.1	2	1670	-2
CCc1ccc(C2=NN(CCC(=O)NC3CC3)C(=O)CC2)cc1
 : 2.5	1	-6	2	-8	-2	-0.33	0.0	-1	1637	3
Cn1c(Cc2cccc3ccccc23)nnc1SCC(=O)N1CCN(c2ccccc2)CC1
 : 5.4	4	58*	-5	.	7	.	1.7	-1	1678	-5
Cc1cc(=O)[nH]c(SCCCOc2ccc3c(c2)CCC3)n1
 : 1.1	10	-8	5	.	-15	-2	0.2	-1	1397	-1
COc1ccc(NC(=O)c2cccnc2)c([N+](=O)[O-])c1
 : 1.1	14	-3	-1	-11	2	2.8	-0.6	3	1620	2
O=C(CNC1CCCCC1)NCC1(c2ccccc2)CCCC1
 : 0.6	2	19	-3	5	4	-0.17	-0.6	-1	1571	1
Cc1cc(C)nc(N2CCCC(C(=O)NCCc3ccccc3F)C2)n1 (centres undefined)
 : 0.8	-8	-3	-4	-12	-5	-0.045	-0.7	-6	1326	-7
COc1cccc(CN2CCNC(=O)C2CC(=O)NCCc2nc(C)c(C)s2)c1OC (centres undefined)
 : 0.4	-6	-3	-10	-14	2	-0.26	0.1	-5	1412	1
COC(=O)c1cn(C(C)C(=O)NCc2ccco2)c2ccccc12 (centres undefined)
 : 5.5	-2	3	0	.	-3	.	0.5	0	1411	-2
COc1ccc(CN(CCC(c2ccc(F)cc2)C2CCOC(C)(C)C2)C(=O)c2ccco2)cc1 (centres undefined)
 : 9.8*	-2	22	7	11	-2	.	0.7	-4	1542	-9
Cc1ccc(S(=O)(=O)NCCCC(=O)C=[N+]=[N-])cc1
 : 2.0	-7	1	3	-13	-1	.	1.9	-5	1446	-1
COc1cccc(NC(=O)COC(=O)c2c(F)cccc2F)c1
 : 1.1	-1	-3	8	-6	2	-1.2	-0.3	-2	1537	0
COc1cc(CNCCCN2CCOCC2)ccc1OCC(=O)Nc1cccc(C(F)(F)F)c1
 : 0.9	-1	100*	-16	.	-7	.	0.6	6	1493	-3
